AMA1 RON2 block = AMA1-RON2 (P. falciparum) interaction inhibition. AlphaScreen AMA1-biotinylated RON2 peptide binding. Potency, µM (top dose mostly 58.2 µM), without a hit: at the highest dose activity change, negative = inhibition, usual class: inhibitors. actives 0.2% (n = 360,000). AID 720542;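 also: 0% = vehicle wells and -100% = peptide control; nearly all actives have a fitted effect of over 45% in size; some results filed as inactive show a strong effect at the top dose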
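AMA1 (3D7) with his tag at 25 nM final met compounds first, then biotinylated RON2 peptide at 25 nM; detection used donor plus acceptor beads, 10 µg/mL apiece, read by AlphaScreen after 30 min at room temperature.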
Tb PYK inh = T. brucei pyruvate kinase inhibition | Q57TT1 | TbPYK enzyme, Kinase-Glo Plus ATP luminescence, 45 min | Potency, µM (doses to about 76.8 µM), for the others: at the top dose activity, negative = inhibition, actives largely listed as inhibitors | actives 0.12% (n = 410,000); also: nearly all actives have a fitted effect of over 50% in size
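T. brucei PYK with substrate was exposed to pin-transferred compounds across a concentration series, then started with 130 uM ADP (final). After 45 min at room temperature, Kinase-Glo Plus luminescence was read, normalized and curve-fitted.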
* = called active by the depositor; [ ] = dose if it differs, or a comment. Calls follow the shape of the dose curve; as a rule, active = well fitted curve in the direction sought with a large enough effect; inconclusive = small, poorly fitted or top-dose-only effect, or another doubt; inactive = no such curve, though single readings can be large; an effect the other way counts as inactive or inconclusive. Unless noted, % is scaled to controls: 0 for no effect and ±100 for the full control effect; potency is read from the fitted curve at half-maximal effect.

Results for Cc1noc(C)c1COc1ccccc1C(=O)NC(C)CCc1ccccc1 (stereo not given) ?
AMA1 RON2 block: -1%; Tb PYK inh: 0%

How did Oc1ccccc1C=NCCN1CCN(CCN=Cc2ccccc2O)C1c1ccccc1O (stereo not given) do in these assays?
AMA1 RON2 block: -59%; Tb PYK inh: -1%

How did CCCNC(=O)C1(C)CCCN(C(=O)c2ccccc2OC(F)(F)F)C1 (stereo not given) do in these assays?
AMA1 RON2 block: -7%; Tb PYK inh: 6%

Results for Cc1ccc2ccccc2c1C(O)c1ncc(-c2ccc(Cl)cc2)[nH]1 (stereo not given) ?
AMA1 RON2 block: 41%[activator]; Tb PYK inh: 1%

How did COC1=CC(=O)C=C(OC)C1(O)CC(C)=O do in these assays?
AMA1 RON2 block: -2%; Tb PYK inh: -11%

What do the screens show for `O=C(Nc1cccc(C(F)(F)F)c1)c1ccc2sc([C@@H]3O[C@H](CO)[C@H](O)[C@H](O)[C@H]3O)nc2c1`?
AMA1 RON2 block: 3%; Tb PYK inh: -9%

What do the screens show for `COc1ccc(Br)c(C(=O)OCC(=O)Nc2cc(C)on2)c1`?
AMA1 RON2 block: 2%; Tb PYK inh: 3%

What do the screens show for `Nc1nc(SCC(=O)Nc2cccc(F)c2)n[nH]1`?
AMA1 RON2 block: -8%; Tb PYK inh: 3%

How did CCCCNC(=O)C1(C)CCN1C(=O)c1ccc(C)c(F)c1 (stereo not given) do in these assays?
AMA1 RON2 block: 0%; Tb PYK inh: -2%

How did CN1OC[C@@H]2CN(Cc3ccc(Cl)cc3)[C@H](c3ccc(-n4ccnc4)cc3)C[C@@H]21 do in these assays?
AMA1 RON2 block: 1%; Tb PYK inh: 5%

Taken from the results shown, 9 compounds:
Results for Cc1noc(C)c1COc1ccccc1C(=O)NC(C)CCc1ccccc1 (stereo not given) ?
AMA1 RON2 block: -1%; Tb PYK inh: 0%

How did Oc1ccccc1C=NCCN1CCN(CCN=Cc2ccccc2O)C1c1ccccc1O (stereo not given) do in these assays?
AMA1 RON2 block: -59%; Tb PYK inh: -1%

How did CCCNC(=O)C1(C)CCCN(C(=O)c2ccccc2OC(F)(F)F)C1 (stereo not given) do in these assays?
AMA1 RON2 block: -7%; Tb PYK inh: 6%

Results for Cc1ccc2ccccc2c1C(O)c1ncc(-c2ccc(Cl)cc2)[nH]1 (stereo not given) ?
AMA1 RON2 block: 41%[activator]; Tb PYK inh: 1%

How did COC1=CC(=O)C=C(OC)C1(O)CC(C)=O do in these assays?
AMA1 RON2 block: -2%; Tb PYK inh: -11%

What do the screens show for `O=C(Nc1cccc(C(F)(F)F)c1)c1ccc2sc([C@@H]3O[C@H](CO)[C@H](O)[C@H](O)[C@H]3O)nc2c1`?
AMA1 RON2 block: 3%; Tb PYK inh: -9%

What do the screens show for `COc1ccc(Br)c(C(=O)OCC(=O)Nc2cc(C)on2)c1`?
AMA1 RON2 block: 2%; Tb PYK inh: 3%

What do the screens show for `Nc1nc(SCC(=O)Nc2cccc(F)c2)n[nH]1`?
AMA1 RON2 block: -8%; Tb PYK inh: 3%

How did CCCCNC(=O)C1(C)CCN1C(=O)c1ccc(C)c(F)c1 (stereo not given) do in these assays?
AMA1 RON2 block: 0%; Tb PYK inh: -2%

Further records:
Results for Cc1cc2nc(NC(=O)C3(C)CCN3C(=O)C(C)C)[nH]c2cc1C (stereo not given) ?
AMA1 RON2 block: 75%[activator]; Tb PYK inh: 8%

Results for CN(C(=O)COC(=O)c1c[nH]c2ccccc12)c1ccccc1 ?
AMA1 RON2 block: 6%; Tb PYK inh: 4%

Results for C[C@H]1COC(=O)[C@@H](Cc2ccc(F)cc2)CC/C=C/C[C@H](CC(=O)N(CCO)Cc2ccccc2)C(=O)N1 ?
AMA1 RON2 block: 5%; Tb PYK inh: -4%

What do the screens show for `Cc1cc(C)c2c(n1)nn1c(NCCCN3CCOCC3)cc(C)nc21`?
AMA1 RON2 block: 6%; Tb PYK inh: -4%

What do the screens show for `COc1ccccc1-c1ccc([C@@H]2C[C@H]3[C@H](CON3C)CN2C(=O)c2ccc(-c3ccccc3)cc2)cc1`?
AMA1 RON2 block: -28%; Tb PYK inh: 5%

What do the screens show for `O=C1c2ccccc2C(c2nnnn2Cc2ccccc2)N1Cc1ccco1` (stereo not given)?
AMA1 RON2 block: 1%; Tb PYK inh: -3%

Results for COC(=O)C[C@H]1c2cc(C(F)(F)F)ccc2S(=O)(=O)N1Cc1ccccc1OC ?
AMA1 RON2 block: 7%; Tb PYK inh: 3%

Results for C[C@H]1CN([C@@H](C)CO)C(=O)CCCn2cc(nn2)CO[C@@H]1CN(C)C(=O)Nc1ccc(C(C)(C)C)cc1 ?
AMA1 RON2 block: 1%; Tb PYK inh: 2%

What do the screens show for `Cn1cnc2ncnn2c1=S`?
AMA1 RON2 block: 5%; Tb PYK inh: 4%

How did C[C@H](CO)N1C[C@H](C)[C@@H](CN(C)C(=O)Nc2ccccc2)Oc2c(NC(=O)Nc3ccc4c(c3)OCO4)cccc2C1=O do in these assays?
AMA1 RON2 block: -4%; Tb PYK inh: -8%

What do the screens show for `COC(=O)C1(C(=O)OC)C/C=C\CN(S(=O)(=O)c2ccccc2[N+](=O)[O-])CCC1`?
AMA1 RON2 block: -14%; Tb PYK inh: 0%

Results for Cc1ccc2oc(=O)ccc2c1 ?
AMA1 RON2 block: 9%; Tb PYK inh: 2%

How did COc1ccc(C(=O)NNC(=S)NC(=O)c2ccc(Cl)cc2)cc1 do in these assays?
AMA1 RON2 block: 96%[activator]; Tb PYK inh: -18%

How did CCCc1nc2c(C)cc(Br)cn2c1Cc1ccc(C)cc1 do in these assays?
AMA1 RON2 block: 0%; Tb PYK inh: -5%

How did CCNC(=O)N(C)C[C@H]1N[C@@](Cc2ccccc2)(C(=O)OC)[C@H]2C(=O)N(C)C(=O)[C@@H]12 do in these assays?
AMA1 RON2 block: 7%; Tb PYK inh: 1%

How did COC(=O)c1ccc2nc(-c3ccccc3)c(Cc3cccc(F)c3)n2c1 do in these assays?
AMA1 RON2 block: 6%; Tb PYK inh: 2%

Results for COc1cccc(OC)c1OCCN1CCC(C(=O)NC(c2ccc3c(c2)OCO3)c2ccccn2)CC1 (stereo not given) ?
AMA1 RON2 block: 84%[activator]; Tb PYK inh: 1%

What do the screens show for `CC[C@]12c3[nH]c4ccc(Cl)cc4c3CCN1C(=O)[C@@H](CC(=O)NCCc1ccccn1)C[C@@H]2C(=O)N1CCN(C(=O)c2ccco2)CC1`?
AMA1 RON2 block: 82%[activator]; Tb PYK inh: 5%

Results for CC(c1ccccc1C(=O)O)c1cc(F)cc2ccccc12 (stereo not given) ?
AMA1 RON2 block: -14%; Tb PYK inh: -5%

How did CC(=NNC(=S)N1CC2CCC(CC2)C1)c1ccccn1 do in these assays?
AMA1 RON2 block: 97%[activator]; Tb PYK inh: -27%

How did CCN(CC)c1ccc(C(=C2C=CC(=[N+](CC)CC)C=C2)c2ccc(S(=O)(=O)O)cc2S(=O)(=O)[O-])cc1 do in these assays?
AMA1 RON2 block: inconclusive; Tb PYK inh: inconclusive

Results for Fc1ccc(Nc2nnc(-c3ccncc3)s2)cc1Cl ?
AMA1 RON2 block: 1%; Tb PYK inh: 3%

How did COC(=O)C1OC1c1cc([N+](=O)[O-])ccc1OC (stereo not given) do in these assays?
AMA1 RON2 block: -17%; Tb PYK inh: 2%

Results for COc1ccc(-n2nnnc2C(c2ccnc3ccccc23)N2CCC(n3c(=O)[nH]c4ccccc43)CC2)cc1 (stereo not given) ?
AMA1 RON2 block: -21%; Tb PYK inh: -5%

What do the screens show for `COc1ccc(-c2coc3cc(O[C@@H]4O[C@H](CO)[C@@H](O)[C@H](O)[C@H]4O)ccc3c2=O)cc1`?
AMA1 RON2 block: 3%; Tb PYK inh: -1%

What do the screens show for `CCN(CC(=O)NCc1cccs1)C(=O)c1cc(=O)[nH]c2ccccc12`?
AMA1 RON2 block: -4%[11.6 µM]; Tb PYK inh: 3%

How did CCc1ccc2c(c1)NC(=O)C2(C)Cc1ccccc1OC (stereo not given) do in these assays?
AMA1 RON2 block: -7%; Tb PYK inh: -6%

What do the screens show for `O=C(CN1C(=O)NC2(CCCC2)C1=O)Nc1cc(C(F)(F)F)ccc1N1CCOCC1`?
AMA1 RON2 block: 7%; Tb PYK inh: 3%

How did Cc1ccc(S(=O)(=O)N2C[C@@H](C)[C@]3(C2)[C@H](O)[C@H](OC(=O)NC2CCCC2)C[C@H]2C(=O)N(c4ccccc4)C(=O)[C@H]23)cc1 do in these assays?
AMA1 RON2 block: -8%; Tb PYK inh: 5%

How did Oc1ccc(-c2nc3ccccc3nc2-c2ccc(O)cc2O)c(O)c1 do in these assays?
AMA1 RON2 block: -25%; Tb PYK inh: -2%

What do the screens show for `O=C(NC(=S)NCc1ccc(Cl)cc1Cl)c1ccco1`?
AMA1 RON2 block: 17%; Tb PYK inh: 2%

How did COc1ccc(NC(=O)c2ccc3ccccc3c2OC)cc1 do in these assays?
AMA1 RON2 block: 5%; Tb PYK inh: -9%

Results for CN(C(=O)c1cccc(NC(=O)Cc2ccc(NC(=O)C3CCN(C(=O)c4ccccc4)CC3)cc2)c1)C1CC1 ?
AMA1 RON2 block: -4%; Tb PYK inh: 5%

What do the screens show for `CCCCN(CCCC)S(=O)(=O)c1ccc(N2CCCC2=O)c([N+](=O)[O-])c1`?
AMA1 RON2 block: inconclusive; Tb PYK inh: -20%

How did COC(=O)[C@]1(Cc2ccccc2)N[C@H](CN(C)C(=O)NC(C)C)[C@@H]2C(=O)N(C)C(=O)[C@@H]21 do in these assays?
AMA1 RON2 block: -1%; Tb PYK inh: 4%

Results for CCCCCC(=O)N1C[C@H](O)[C@@H](n2cc(-c3ccc(F)cc3)nn2)C[C@@H]1c1ccc(Cl)cc1 ?
AMA1 RON2 block: -3%; Tb PYK inh: 3%

How did NNC(=O)c1cc(NS(=O)(=O)c2cccs2)cc(NS(=O)(=O)c2cccs2)c1 do in these assays?
AMA1 RON2 block: 34%[activator]; Tb PYK inh: 10%

How did OC(c1ccc(Cl)c(Cl)c1)c1ncc(-c2ccccc2C(F)(F)F)[nH]1 (stereo not given) do in these assays?
AMA1 RON2 block: 7%; Tb PYK inh: 1%

Results for CC1CCC2(CC1)NC(=O)N(CC(=O)Nc1ccc(C(N)=O)cc1)C2=O (stereo not given) ?
AMA1 RON2 block: 19%; Tb PYK inh: -3%

What do the screens show for `CCC/C=C/c1ccc(CN2C(CC(C)C)C(=O)N(Cc3cn(CC4CCCCC4)nn3)CCS2(=O)=O)cc1` (stereo not given)?
AMA1 RON2 block: 1%; Tb PYK inh: -4%

Results for COc1ccc(S(=O)(=O)NCCCc2ccccc2)cc1 ?
AMA1 RON2 block: -4%; Tb PYK inh: -3%

Results for CCc1nc2c(OCc3ccccc3C)cccn2c1N(C)C(=O)c1ccco1 ?
AMA1 RON2 block: -21%; Tb PYK inh: 2%

What do the screens show for `COC(=O)c1cccc(NC(=O)c2ccc(S(=O)(=O)N(C)c3ccccc3OC)cc2)c1`?
AMA1 RON2 block: -3%; Tb PYK inh: 6%

How did Cc1c(C(=O)N(C)Cc2ccc(F)cc2)sc(=O)n1Cc1ccccc1C#N do in these assays?
AMA1 RON2 block: -2%; Tb PYK inh: -2%

Results for CCOC(=O)c1ccccc1NC(=O)COC(=O)c1ccc(OCC(=O)N2CCOCC2)c(OCC)c1 ?
AMA1 RON2 block: 4%[11.6 µM]; Tb PYK inh: -1%

What do the screens show for `CC1(c2ccc(Cl)cc2)NC(=O)N(CC(=O)N2CCc3ccccc32)C1=O` (stereo not given)?
AMA1 RON2 block: 5%; Tb PYK inh: -1%

Results for Cc1noc(C)c1S(=O)(=O)N(C)C[C@H]1Oc2c(NC(=O)NC(C)C)cccc2C(=O)N([C@H](C)CO)C[C@@H]1C ?
AMA1 RON2 block: -1%; Tb PYK inh: -2%

Results for CCNC(=S)N1CCN(S(=O)(=O)c2ccc(Cl)s2)CC1 ?
AMA1 RON2 block: 12%; Tb PYK inh: 1%

Results for COc1ccccc1CNc1nc2cc(-c3ccc(OC)c(OC)c3)sc2c(=O)n1C ?
AMA1 RON2 block: -9%; Tb PYK inh: 1%

How did CCCCNc1c(-c2cccc(Sc3ccc(OC)cc3)c2)nc2ccccn12 do in these assays?
AMA1 RON2 block: -1%; Tb PYK inh: -1%

How did CCOc1ccc(Cl)cc1-c1cc(C(=O)Nc2ccc(F)cc2)[nH]n1 do in these assays?
AMA1 RON2 block: -2%; Tb PYK inh: -2%

What do the screens show for `CC(=O)O[C@H]1[C@@H](O)[C@H](O)[C@H](Oc2c(O)c(C)c3c4c2[C@@H](C)CC[C@@H]4[C@@H](C)C[C@H]3C=C(C)C)O[C@H]1C`?
AMA1 RON2 block: inconclusive; Tb PYK inh: 8%

Results for COC(C[C@H](O)C[C@H](O)[C@@H](C)OCc1ccccc1)OC ?
AMA1 RON2 block: -3%; Tb PYK inh: -1%

How did NC(=S)NN=Cc1cc(-c2cccc(N)c2)ccn1 do in these assays?
AMA1 RON2 block: -49%; Tb PYK inh: -2%

What do the screens show for `COC(=O)[C@@]12CCCN1[C@H](c1ccc(-c3ccccc3)c(OC)c1)[C@H]1C(=O)N(C)C(=O)[C@H]12`?
AMA1 RON2 block: -4%; Tb PYK inh: 3%

Compound activity from PubChem BioAssay.

An excerpt; count on the stated rates, not on these rows.
